CHRM1 PAM: positive allosteric modulators of human M1 muscarinic receptor; P11229; CHO-K1 hM1, Fluo-8 calcium fluorescence, ACh EC20; 0% = ACh EC20, 100% = maximal ACh; activation, % at 3 µM; hit rate 0.088% among 360,000; in the data active = activation above about 19%, passing the limit was not always enough
Target sequence (P11229 whole entry, looked up): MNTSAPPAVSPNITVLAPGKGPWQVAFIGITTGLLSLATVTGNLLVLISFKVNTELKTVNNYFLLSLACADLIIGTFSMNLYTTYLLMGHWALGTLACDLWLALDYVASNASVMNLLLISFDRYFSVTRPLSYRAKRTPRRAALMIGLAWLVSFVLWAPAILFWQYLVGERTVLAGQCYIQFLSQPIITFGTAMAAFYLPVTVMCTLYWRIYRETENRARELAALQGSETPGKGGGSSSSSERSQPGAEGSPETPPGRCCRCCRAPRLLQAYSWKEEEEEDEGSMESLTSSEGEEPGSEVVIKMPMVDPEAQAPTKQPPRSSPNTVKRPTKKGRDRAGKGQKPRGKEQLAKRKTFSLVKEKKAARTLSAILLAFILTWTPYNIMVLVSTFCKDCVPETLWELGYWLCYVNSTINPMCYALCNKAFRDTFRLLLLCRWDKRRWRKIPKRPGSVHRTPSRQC
OXTR potentiate: potentiators of human oxytocin receptor | activation, % at 3 µM | CHO-OTR cells, Fluo-8 calcium fluorescence, potentiator mode; 0% = oxytocin EC15, 100% = EC100 | P30559 | hit rate 0.061% among 320,000;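 active = activation above that plate's cutoff, the mean activation of tested compounds plus 3 SD, cut at about 6.6% in these data, passing the limit was not always enough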;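 also: 100% uses oxytocin at 75 nM as the full agonist control; some results filed as inactive read as strong as hits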
Target sequence (P30559 whole entry, looked up): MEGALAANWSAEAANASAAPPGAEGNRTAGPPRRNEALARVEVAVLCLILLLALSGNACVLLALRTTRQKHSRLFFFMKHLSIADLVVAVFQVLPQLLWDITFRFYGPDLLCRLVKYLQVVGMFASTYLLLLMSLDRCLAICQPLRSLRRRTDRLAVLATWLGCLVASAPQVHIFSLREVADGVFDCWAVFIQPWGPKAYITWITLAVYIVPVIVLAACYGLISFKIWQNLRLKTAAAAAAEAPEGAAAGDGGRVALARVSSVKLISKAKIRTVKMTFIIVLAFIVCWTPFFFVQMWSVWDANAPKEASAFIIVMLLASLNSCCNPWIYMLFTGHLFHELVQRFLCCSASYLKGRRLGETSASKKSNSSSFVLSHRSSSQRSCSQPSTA
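Dosing: Single dose, 3.0 µM nominal final compound concentration | Material: Human OTR in CHO cells | Technique: Kinetic Fluo-8 calcium fluorescence | Benchmarks: EC15 oxytocin alone as 0%, 75 nM oxytocin as 100% | Probe or stimulus: Oxytocin at about EC15, sub-maximal agonist stimulus | Incubation: Compound 6 min at room temperature before oxytocin, 100 s read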
CHRM1 antagonist: blocks human M1 muscarinic receptor; P11229; CHO-K1 hM1, Fluo-8 calcium fluorescence, ACh EC80 antagonist; inhibition, % at 3 µM; hit rate 1.3% among 360,000;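 active = percent inhibition above its own plate's cutoff, namely the mean of that plate's compound wells plus 3 SD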;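 also: peak over basal fluorescence ratio during 140 s after agonist addition; 0% = ACh EC80 plus DMSO and 100% = DMSO alone without agonist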
V1aR counter: V1a receptor agonism, counter-screen for OXTR agonists; CHO-V1R cells, Fluo-8 calcium fluorescence, agonist mode; 0% DMSO, 100% 3 nM vasopressin; hit rate 0.25% among 320,000; activation, % at 3 µM; P37288;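 active = activation above the mean activation of all tested compounds plus 3 SD, per screening run, cut at about 20% in these data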;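 also: signal is peak over basal fluorescence ratio across a 100 second FLIPR read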
CHO parental Ca: signal in parental CHO cells, OX1R antagonist counter-screen | parental CHO-K1, ATP-induced calcium, Fluo-8 fluorescence | inhibition, % at 5.6 µM | hit rate 0.63% among 330,000 | AID 463079;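 active = inhibition above that plate's mean sample inhibition plus 3 SD, cut at about 26% in these data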;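 also: 0% = ATP-challenged DMSO wells and 100% = DMSO wells without ATP; some compounds past the cut are filed as inactive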
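Material: Parental CHO cells | Reagent: ATP | Compound dosing: Single nominal dose of 5.6 µM per compound | Detection: Intracellular calcium via Fluo-8 no-wash fluorescent dye | Read-out: % inhibition of ATP-induced calcium mobilization | Benchmarks: Low control ATP plus DMSO, high control DMSO only | Replicates: Singlicate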
TAAR1 antagonist: human TAAR1 antagonism; AID 624466; CHO RD-HGA16 TAAR1, Fluo-8 calcium fluorescence, antagonist; hit rate 1.5% among 360,000; inhibition, % at 3 µM;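 active = inhibition above a per-plate cutoff, the mean inhibition of test compounds on that plate plus 3 SD, cut at about 49% in these data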;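 also: 0% = DMSO plus EC80 beta-PEA response and 100% = DMSO alone without agonist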
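Test system – hTAAR1-expressing CHO RD-HGA16 cells, Gα16-coupled · Reagent – β-PEA at EC80 concentration, post-compound challenge · Compound dosing – 3 µM, single point · Timing – 140 s kinetic read after compound, 140 s after agonist · Detection – Fluo-8 intracellular calcium dye fluorescence, real-time kinetic reads · Control set – DMSO and EC80 PEA controls · Repeats – n of 1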
TAAR1 agonist: agonists of human TAAR1; CHO RD-HGA16 TAAR1, Fluo-8 calcium fluorescence; vehicle wells 0%, saturating PEA agonist 100%; activation, % at 3 µM; hit rate 0.99% among 360,000; AID 624467;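 active = activation above the mean activation of all test compounds in the run plus 3 SD, cut at about 38% in these data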
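Test system: RD-HGA16 (CHO) cells co-expressing Gα16 and hTAAR1; dosing: one-point dosing at 3 µM (nominal); timing: 17-24 h seeding, 75 min 37 °C dye, 30 min RT; signal: kinetic Fluo-8 calcium fluorescence; read-out basis: % activation relative to PEA EC100 response; controls: DMSO and PEA EC100; replicates: n 1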
OXTR ag: agonists of human oxytocin receptor; CHO-OTR cells, Fluo-8 calcium fluorescence; normalized: DMSO 0%, oxytocin 100%; activation, % at 3 µM; hit rate 0.32% among 320,000; AID 2435;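 active = activation above the mean of all tested compounds plus 3 SD, cutoff set per screening run, cut at about 20% in these data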;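 also: peak over basal fluorescence ratio from a 100 s FLIPR kinetic read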
M1 ag: human M1 muscarinic receptor agonism | AID 588814 | activation, % at 3 µM | hit rate 0.33% among 360,000 | CHO-K1 hM1, Fluo-8 calcium fluorescence, agonist mode; 0% DMSO, 100% acetylcholine EC100;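 active = activation above the run's mean compound activation plus 3 SD, cut at about 16% in these data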;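 also: peak over basal fluorescence ratio within a 140 s kinetic read after compound addition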
The depositor's hits bear a star; . = not tested or not shown.

cpd | Molecule | CHRM1 PAM | OXTR potentiate | CHRM1 antagonist | V1aR counter | CHO parental Ca | TAAR1 antagonist | TAAR1 agonist | OXTR ag | M1 ag
1 | O=C(NCCCNCc1ccccc1)c1ccc(/C=N/O)nc1 | 6.5 | -3.9 | -2.3 | -0.3 | 3.5 | 2.7 | 10.8 | -0.8 | -6.0
2 | Cn1nc(C(C)(C)C)cc1C(=O)O | 8.3 | -7.5 | -5.4 | -0.1 | 15.4 | 15.2 | 4.6 | 0.7 | 2.0
3 | CCc1cccc2c(C(=O)COC(=O)c3ccccc3)c[nH]c12 | 0.7 | -5.3 | -5.4 | 5.5 | -10.4 | -16.7 | 7.9 | 4.0 | -6.3
4 | COc1ccc(N=CC2=C(O)CC(C)(C)CC2=O)cc1 | -0.5 | -10.4 | -16.4 | 0.7 | -17.8 | 8.4 | 4.7 | 0.2 | -2.1
5 | NC(=O)c1sc2cc(C(F)(F)F)cnc2c1-c1cccs1 | 5.8 | -6.9 | -12.0 | 1.5 | -14.3 | -3.8 | 11.1 | 3.6 | -4.5
6 | C#CCOCCOCCOCCNc1nc(N2CCN(C(=O)C([C@@H](C)O)n3cc([C@@H](N)CCCCN)nn3)CC2)nc(N2CCN(C(=O)[C@H](CCCCN)n3cc([C@@H](N)CC(N)=O)nn3)CC2)n1 (some centres not stated) | 1.7 | 6.9 | -4.0 | 0.8 | -4.4 | 2.3 | 6.7 | 1.1 | -4.5
7 | O=C(O)C1(Nc2ccccc2)CCCC1 | -5.2 | . | 11.8 | . | . | -1.1 | 1.2 | . | -1.2
8 | CCC[C@@H]1CCCO[C@@](C(=O)NCc2ccccn2)(C(F)(F)F)C1 | 5.7 | -2.9 | -1.7 | -2.1 | -24.0 | -7.4 | -1.5 | -2.4 | -9.2
9 | Cc1noc(C)c1CSCC(=O)Nc1cc(S(=O)(=O)N2CCOCC2)ccc1OCC(F)(F)F | 4.2 | -8.0 | -7.1 | -1.4 | -6.4 | 13.6 | 0.5 | -0.9 | -3.0
10 | O=C(Nc1ccccc1C(=O)NC(Cc1ccccc1)C(=O)O)c1ccco1 (configuration not stated) | 2.2 | -4.8 | 7.5 | 0.6 | 1.5 | -24.2 | -0.4 | 0.5 | -1.6
11 | CCn1c2ccccc2c2cc(NC(=O)c3ccc(C)c([N+](=O)[O-])c3)ccc21 | 3.3 | 5.7 | -8.6 | 0.7 | -14.9 | 2.2 | 0.9 | -0.1 | -5.8
12 | CC(=O)N(Cc1ccco1)c1nc(C(=O)Nc2ccc(Cl)cc2)c(C)s1 | 1.4 | -1.3 | -9.5 | -0.3 | -21.4 | -9.5 | -1.6 | -2.1 | -8.4
13 | O=C(NCc1cccc(Cl)c1)C1CCC(=O)N(CCN2CCOCC2)C1 (configuration not stated) | 5.9 | -6.7 | -13.5 | -0.6 | -3.0 | -13.2 | 2.9 | -0.6 | -3.5
14 | O=C(CSc1nc2ccc(Nc3nc(N4CCCC4)nc(N4CCCC4)n3)cc2s1)NCc1ccco1 | 1.1 | -5.5 | -1.2 | -0.3 | -22.6 | -30.2 | -0.2 | -1.1 | -3.0
15 | Cc1ccc(N2/C(=N/c3nc(C)cc(C)n3)NC(=O)CC2C(=O)O)cc1 (configuration not stated) | 9.9 | 2.8 | -8.9 | 0.7 | -1.2 | -4.2 | 11.7 | -0.3 | -3.1
16 | COc1ccc(-n2c(SCC(=O)Nc3nccs3)nc3sc4c(c3c2=O)CCN(C)C4)cc1 | 1.3 | -4.6 | -4.7 | -1.6 | -16.8 | -16.5 | 2.2 | -1.0 | -4.7
17 | CC(=O)CC(=O)Nc1ccc2ccccc2c1 | 7.5 | 5.9 | -15.9 | -0.6 | -10.6 | 0.8 | 5.3 | -0.2 | -3.4
18 | O=c1c2[nH]c3ccccc3c2ncn1Cc1ccco1 | 6.6 | -0.2 | -3.3 | -0.5 | -6.3 | 5.0 | 11.2 | -2.1 | -3.2
19 | CC1(C(=O)OCC(=O)NCc2ccc(Cl)cc2)CC1(Cl)Cl (configuration not stated) | 5.0 | -6.1 | -14.8 | 0.8 | 1.0 | -14.6 | 0.5 | -0.7 | -2.1
20 | Cc1cc(NC(=O)/C=C/c2cccc(F)c2)n(-c2nc3ccccc3[nH]2)n1 | 0.1 | -3.5 | 2.5 | 0.0 | -28.7 | 19.0 | 2.3 | -1.6 | -7.3
21 | Cc1onc(NC(=O)NC(=O)c2ccccc2F)c1Br | -3.1 | -1.7 | 7.3 | 0.5 | -1.2 | -13.2 | 5.8 | 0.4 | -4.2
22 | CC1(OC(=O)c2ccc(Cl)nc2)C(=O)C=C2C=C(c3ccc(C#N)cc3)OC=C2C1=O (configuration not stated) | . | -4.8 | . | -0.5 | -3.9 | . | . | 0.2 | .
23 | CCOC(=O)c1ccc(NC(=O)c2nn(CC)cc2Br)cc1 | 3.2 | 1.0 | -7.0 | -0.7 | -16.8 | -1.2 | 0.6 | -0.5 | -5.2
24 | CC1c2ccsc2CCN1S(=O)(=O)c1cccs1 (configuration not stated) | 0.9 | -2.2 | -8.1 | -0.9 | -14.4 | -3.7 | 1.4 | -2.6 | -4.9
25 | COc1ccc(S(=O)(=O)NCC2CCCO2)cc1NC(=O)c1ccccc1F (configuration not stated) | 25.7 | -7.1 | 2.7 | 1.4 | -15.5 | -13.6 | -2.9 | -0.1 | -5.0
26 | Cc1cc(C)c([C@@H]2C[C@H]3CN(C4CCCC4)C(=O)[C@]34CCCN24)c(-n2cccn2)c1 | 5.6 | -0.3 | -7.0 | -1.7 | -14.4 | -13.9 | -0.9 | -2.6 | -4.6
27 | O=C(OCC#CCSc1nnc(-c2ccccc2)o1)c1ccco1 | -8.9 | -2.3 | 12.8 | -0.1 | -11.6 | -13.6 | 12.8 | -1.9 | -6.6
28 | Cc1ccc(OCC(O)CN2CCOCC2)cc1 (configuration not stated) | 9.4 | -5.8 | -9.5 | 0.6 | -5.0 | -4.8 | 1.6 | 0.6 | 0.9
29 | O=C(CN1C(=O)c2cccc3cccc1c23)NCc1ccc2c(c1)OCO2 | 1.2 | -1.7 | -3.0 | 1.1 | -18.5 | 0.2 | 9.4 | 1.6 | -2.9
30 | C/C(=N/NC(=O)CNC(=O)COc1ccccc1)c1ccco1 | 11.0 | -3.5 | -9.7 | 0.1 | -7.3 | 2.2 | 0.6 | 0.3 | -9.8
31 | COc1ccc(S(=O)(=O)N2CCCCCC2)cc1C(=O)N(C)CCOc1ccc(Cl)cc1 | -12.9 | -15.8 | 11.2 | 5.1 | -3.7 | 21.4 | 2.3 | 5.3 | -2.0
32 | O=C(COc1ccc(F)cc1)N(Cc1ccco1)C1CCS(=O)(=O)C1 (configuration not stated) | 8.6 | -0.4 | -1.6 | 1.2 | 10.0 | -23.6 | 1.7 | -0.1 | 0.4
33 | CCCN1CCC(=O)N(CCOc2ccccc2)CC1 | 3.5 | -7.6 | 1.3 | 0.4 | 5.5 | 4.1 | 0.8 | 0.2 | -5.1
34 | C=CCn1c(CSCc2ccc(Cl)cc2)nnc1SCC(=O)NCc1ccccc1 | 2.3 | -21.6 | 6.2 | 3.9 | -24.5 | 43.9 | 18.0 | -0.1 | -1.4
35 | CCOC(=O)C(Cc1ccccc1)NC(=O)Cn1nnc(-c2ccccc2)n1 (configuration not stated) | -2.7 | -6.0 | -9.6 | 8.7 | 13.2 | 14.8 | 25.0 | 11.5 | 8.8
36 | COC(=O)C1=C(C)NC(=O)C1(Nc1nccs1)C(F)(F)F (configuration not stated) | 2.8 | -3.6 | -37.1 | 1.4 | 1.5 | -14.3 | 24.3 | 0.1 | 0.3
37 | Cc1cccc(C(C)(C)C)c1OCCn1ccnc1 | -4.0 | -4.2 | 6.8 | 1.5 | -4.8 | 2.6 | 8.0 | 0.5 | -4.1
38 | O=C(COC(=O)c1ccccc1O)NCc1ccc2c(c1)OCO2 | 4.5 | -4.5 | -10.2 | 1.9 | -8.3 | -8.6 | 2.4 | 0.8 | -2.2
39 | COc1ccccc1N(C)S(=O)(=O)c1ccc(Cl)c(C(=O)Nc2ccncc2)c1 | 1.5 | -18.4 | -2.2 | 5.3 | -11.8 | 11.9 | 6.6 | 3.5 | -2.5
40 | Cc1cc(C)c(C(N)=O)c(NCCc2ccccc2)n1 | -5.4 | -3.1 | 11.5 | 0.7 | -2.7 | -2.2 | 3.2 | -0.3 | -3.0
41 | Cc1nc2scc(C)n2c(=O)c1S(=O)(=O)NCC1CCN(Cc2ccc(Cl)cc2)CC1 | -23.4 | 1.1 | 44.0* | 1.6 | -15.5 | -7.2 | 0.3 | 0.7 | -6.0
42 | Oc1c(-c2cc(-c3ccco3)[nH]n2)ccc2ccccc12 | 11.2 | -13.4 | -14.0 | 0.3 | 8.3 | -14.6 | 5.5 | 1.8 | -0.1
43 | CCc1cc(C=NC2CCCCC2)c(O)s1 | 0.8 | -4.9 | -0.6 | -1.5 | -21.0 | 5.7 | 10.6 | -2.3 | -5.8
44 | Nc1c(C(=O)CSc2nccn2-c2cccc(F)c2)c(=O)[nH]c(=O)n1C1CC1 | -5.2 | 3.4 | 14.7 | 0.1 | 2.0 | -2.6 | 0.9 | 0.1 | -2.6
45 | CCN1CCN(Cc2cc(=O)oc3cc4c(cc23)CCC4)CC1 | 3.6 | -11.6 | -3.2 | 1.0 | -11.9 | 3.9 | 1.0 | 0.3 | 0.1
46 | COc1ccc(NC(=O)c2oc3cc(C)c(C)cc3c2C)c(OC)c1 | 2.8 | -7.0 | -13.7 | 1.2 | -6.6 | 0.7 | 11.2 | 1.7 | -3.0
47 | C=CCNC(=O)NC(=O)CSc1nc2cc([N+](=O)[O-])ccc2n1-c1cccc(C(F)(F)F)c1 | -3.3 | -5.0 | 5.0 | 0.3 | -15.7 | -10.2 | -1.9 | -0.7 | -2.2
48 | N#Cc1cccc(NC(=O)c2cc(C3CCCCN3C(=O)c3ccccn3)on2)c1 (configuration not stated) | -10.1 | . | 11.0 | . | . | 16.1 | 2.2 | . | -3.0

Nos. 47 through 48 from above:
cpd | Molecule | CHRM1 PAM | OXTR potentiate | CHRM1 antagonist | V1aR counter | CHO parental Ca | TAAR1 antagonist | TAAR1 agonist | OXTR ag | M1 ag
47 | C=CCNC(=O)NC(=O)CSc1nc2cc([N+](=O)[O-])ccc2n1-c1cccc(C(F)(F)F)c1 | -3.3 | -5.0 | 5.0 | 0.3 | -15.7 | -10.2 | -1.9 | -0.7 | -2.2
48 | N#Cc1cccc(NC(=O)c2cc(C3CCCCN3C(=O)c3ccccn3)on2)c1 (configuration not stated) | -10.1 | . | 11.0 | . | . | 16.1 | 2.2 | . | -3.0
